High-throughput results as filed in PubChem.
Epigenetic reg = derepresses silenced GFP reporter in murine cells; murine LDR cells, GFP reporter derepression, 30 h; Potency, µM (series often up to 53.9 µM), inactives show at the highest dose GFP activation, most hits filed as activators; hit rate 0.2% among 280,000; AID 1865; active = well fitted activation curve with a large enough effect; inconclusive = small, poorly fitted or top-dose-only effect; also: % of control where 0% means no effect; nearly all actives have a fitted effect of over 60% in size
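Readout is the number of GFP-expressing murine LDR cells, counted by cytometry following washing. Cells were treated with compound for 30 h at 37 C; the stably integrated CMV-GFP locus is normally silent.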
Starred values were filed as active, the others as inactive; ? = inconclusive. Potency is read from the fitted curve at half-maximal effect.

SMILES	Epigenetic reg
COc1ccc(NC(=O)c2oc3c(c2C)-c2nn(Cc4c(F)cccc4Cl)cc2CC3)c(OC)c1	20%
Cc1ccc(C)c(CN2C(=O)c3ccccc3S(=O)(=O)c3ccc(C(=O)N4CCN(c5ccccc5F)CC4)cc32)c1	0.0%
COc1cccc2c1Oc1ncccc1N(C(=O)Nc1ccc(F)c(Cl)c1)C2	0.0%
COCCNC(=O)c1ccc2c(c1)N=C(C)c1cc(C)ccc1S2	4.7%
Cc1ccc(NS(=O)(=O)c2ccc(-c3cnc(C4CC4)o3)cc2)cc1N(C)C	9.4%
Cc1ccc(NC(=O)CN(C)S(=O)(=O)c2ccc3c(c2)n(C)c(=O)c(=O)n3C)cc1F	3.6%
Cc1cc(C(=O)C(=O)Nc2nnc(C(C)C)s2)c(C)n1-c1ccccc1	-3.8%
CCOc1ccc2nc(N3CCC(C(=O)Nc4ccc(Br)cc4F)CC3)sc2c1	2.7%
COc1ccccc1N1CCN(C(=O)c2ccc3c(c2)N(Cc2ccccc2)C(=O)c2ccccc2S3(=O)=O)CC1	-1.1%
CCOc1cccc2sc(N(Cc3cccnc3)C(=O)c3ccc(C#N)cc3)nc12	1.7%

Ordered by molar mass (smallest number first): part of the list above
SMILES	Epigenetic reg
COCCNC(=O)c1ccc2c(c1)N=C(C)c1cc(C)ccc1S2	4.7%
CCOc1cccc2sc(N(Cc3cccnc3)C(=O)c3ccc(C#N)cc3)nc12	1.7%
COc1ccc(NC(=O)c2oc3c(c2C)-c2nn(Cc4c(F)cccc4Cl)cc2CC3)c(OC)c1	20%
Cc1ccc(C)c(CN2C(=O)c3ccccc3S(=O)(=O)c3ccc(C(=O)N4CCN(c5ccccc5F)CC4)cc32)c1	0.0%

The listing continues.
SMILES	Epigenetic reg
CCOC(=O)c1ccc(NC(=O)CC2C(=O)N(c3ccc(C)cc3)C(=O)N2C2CCCC2)cc1 (centres undefined)	-2.8%
CCOC(=O)c1cccc(NC(=O)NCc2ccc3c(c2)CCN3C(=O)CC)c1	?
CCOc1ccc(CNCc2c(C(=O)O)n(Cc3ccccc3F)c3cc(OC)ccc23)cc1	-3.8%
Cc1ccc(NC(=O)c2cc3nc(-c4ccccc4)cc(-c4ccccc4)n3n2)cc1	9.5%
COc1ccccc1CNc1nccn(-c2ccccc2)c1=O	1.1%
CCc1ccccc1NC(=O)Nc1cc(C(=O)NCc2ccc(C)cc2)ccc1N1CCCC1	-0.2%
Cc1ccc(C)c(N2CCN(C(=O)c3cc4c(=O)n(Cc5ccccc5)ccc4nc3C)CC2)c1	0.0%
CCOc1ccccc1NC(=O)CSc1ncc(S(=O)(=O)c2ccc(C)c(C)c2)c(N)n1	-1.2%
O=C(CCS(=O)(=O)c1cc(Br)cc2c1N(C(=O)C1CC1)CC2)N1CCN(c2ccc(F)cc2)CC1	-0.4%
COc1cc2c(C(=O)N3CCN(c4cc(Cl)ccc4C)CC3)cn(CC(C)C)c(=O)c2cc1OC	-1.0%
Cc1ccc(CCNC(=O)CN(c2ccc(C(C)C)cc2)S(=O)(=O)c2c(C)nn(C)c2C)cc1	1.8%
Cc1cc(C)c2c(=O)c3c(oc2c1)C(=O)N(Cc1ccc(F)cc1)C3c1cccc(O)c1 (centres undefined)	-0.3%
Cc1cc(C)cc(OCCSc2nc(-c3ccc(C(C)(C)C)cc3)nc3cc(=O)[nH]n23)c1	8.4%
COc1cccc(CNC(=O)Cc2c(C)c3c(cc(C)c4c(C)coc43)oc2=O)c1	-2.0%
COC(=O)c1c(NC(=O)/C(C#N)=C/c2ccc(OC)cc2)sc2c1C(C(=O)OC)CC2 (centres undefined)	-0.8%
CCCOc1ccc(/C=C/C(=O)Nc2sc3c(c2C(=O)OCC)CCC(C)C3)cc1OC (centres undefined)	-1.6%
COc1ccc(CCNC(=O)CS(=O)Cc2nc(-c3ccccc3F)oc2C)cc1OC (centres undefined)	0.0%
COc1ccccc1N1CCN(C(=O)Cn2c(=O)nc(-c3ccccc3)c3cc(Cl)ccc32)CC1	-5.0%
Cc1nn(-c2ccc(N3CCCC3)nn2)c(C)c1CCC(=O)Nc1ccc(F)c(Cl)c1	1.5%
CCOc1ccccc1CNC(=O)CN1C(=O)CSc2ccc(S(=O)(=O)N3CCOCC3)cc21	-0.9%
COc1ccc(CCNC(=O)CCCn2c(=O)c3ccccc3n(CC(=O)Nc3cccc(C)c3)c2=O)cc1OC	-0.9%
Cc1ccc2cccc(NC(=O)C(C)Oc3ccc(Cl)cc3Cl)c2n1 (centres undefined)	0.0%
COC(=O)c1cc2sc(C)cc2n1Cc1nc(-c2ccc(C)cc2)oc1C	0.0%
CCN(CC)S(=O)(=O)c1ccc(NC(=O)CCc2c(C)nc3cc(-c4ccc(Cl)cc4)nn3c2C)cc1	-1.1%
CCc1ccc(NC(=O)Cn2c(=O)n(CCCCC(=O)NCCc3ccccc3)c(=O)c3ccccc32)cc1	-0.1%
Cc1ccc(C)c(N2CCN(C(=O)CCS(=O)(=O)c3ccc4c(c3)CC(=O)N4C)CC2)c1	-5.3%
Cc1ccc(CNC(=O)c2cc3c(s2)-c2c(C)cccc2OC3)cc1	0.0%
O=C(Nc1cc(C(F)(F)F)ccc1Cl)c1cc(S(=O)(=O)NCc2ccccc2)ccc1F	0.9%
CCCSc1ncc(Cl)c(C(=O)Nc2c(C(=O)Nc3ccc(OC)cc3)oc3ccccc23)n1	?
COc1ccccc1NC(=O)c1cc(C2CC2)nc2c1c(C)nn2-c1ccc(C)cc1	-0.4%
CCc1ccccc1NC(=O)CSc1ncc2c(n1)-c1ccccc1N(Cc1ccc(C)cc1)S2(=O)=O	?
Cc1ccc(-c2nc3n(n2)C(=O)CC(c2ccc(Cl)cc2)S3)cc1 (centres undefined)	-3.2%
COc1cc(Cl)c(NC(=O)CN2C(=O)c3cccnc3Sc3ccccc32)c(OC)c1	?
CSc1cccc(NC(=O)N2CCN(c3cc(-c4noc(C)n4)ccc3C)CC2)c1	0.0%
COc1cc(C2c3c(-c4ccccc4O)n[nH]c3C(=O)N2Cc2ccco2)ccc1OCC(C)C (centres undefined)	?
CCOC(=O)c1oc2c(c1C)-c1nn(Cc3cccc(Cl)c3)cc1CC2	1.6%
Cc1cc(C)cc(NS(=O)(=O)c2ccc3[nH]cc(C(=O)NCc4ccccc4Cl)c(=O)c3c2)c1	-1.1%
COc1cc(OC)c(NC(=O)N2CCc3c([nH]c4ccccc34)C2c2ccccc2F)cc1Cl (centres undefined)	-0.2%
CC(C)c1ccc(S(=O)(=O)c2cnc(SCC(=O)Nc3ccc(F)cc3F)nc2N)cc1	-1.2%
Cc1ccc(-c2nc3cc(Cl)ccc3o2)cc1NC(=O)COc1ccc(F)cc1	0.8%
Cc1cc(F)ccc1S(=O)(=O)Nc1ccc2c(c1)CCCN2C(=O)c1cccs1	-3.5%
Cc1ccccc1CNC(=O)C(C)n1nc(C)n2c(cc3occc32)c1=O (centres undefined)	0.0%
COc1ccc(CCNC(=O)CCCn2c(=O)c3ccccc3n(CC(=O)Nc3ccc(C)cc3Cl)c2=O)cc1OC	-0.9%
Cc1nc2nc(SCC(=O)NCCc3ccc(Cl)cc3)nn2c(C)c1Cc1c(F)cccc1Cl	8.2%
CCc1nnc(NC(=O)c2cc(=O)c3cc(C)c(C)cc3o2)s1	-0.8%
CCOC(=O)Cc1ccc(NC(=O)N(Cc2ccc(CC)cc2)Cc2cn[nH]c2-c2ccc(OC)cc2)cc1	-0.2%
Fc1ccccc1N1CCN(c2c3c(nc4nncn24)CCC3)CC1	-3.4%
CC(C)(C)C1CCc2onc(C(=O)Nc3sc4c(c3C(N)=O)CCCC4)c2C1 (centres undefined)	-2.9%
CCOC(=O)c1cccc(NC(=O)c2oc3c(c2C)-c2nn(CC)cc2CC3)c1	0.8%
CCCC(=O)N1CCN(c2nc3c(OC)ccc(C)c3s2)CC1	-1.4%

(cont.)
SMILES	Epigenetic reg
CCC(Sc1nc2cc(OC)c(OC)cc2c2nc(-c3ccccc3)nn12)C(=O)Nc1cccc(C)c1 (centres undefined)	-3.5%
CCOc1ccccc1NC(=O)c1cc2c(=O)[nH]c3ccccc3c2s1	-1.9%
COc1ccc(C2=CC(c3cc(Br)ccc3F)n3c(nc4ccccc43)N2)cc1 (centres undefined)	-1.9%
O=C(NCc1ccc(F)cc1)c1c2c(nc3ccccc13)C(=O)N(C1CCCCC1)C2	0.0%
Cc1ccc2oc3c(c(=O)c2c1)C(c1ccccc1F)N(CCCN1CCOCC1)C3=O (centres undefined)	-1.0%
COc1ccc(-c2c(C)nn3c(N4CCN(c5ccccc5F)CC4)cc(C)nc23)cc1OC	-0.8%
COc1ccc(CN(Cc2ccco2)C(=O)c2ccccc2F)cc1	-2.6%
COc1cccc(CNC(=O)c2sc3nc(C)cc(C)c3c2-n2cccc2)c1OC	?
COc1cc(OC)cc(C(=O)Nc2ccc3nc4n(c(=O)c3c2)CCCCC4)c1	0.9%
Cc1ccc(S(=O)(=O)c2nnn3c2nc(N2CCN(c4ccccc4F)CC2)c2cc(Cl)ccc23)cc1C	0.8%

Part of the list above, reformatted.
Structure,Epigenetic reg
Cc1ccc(-c2nc3n(n2)C(=O)CC(c2ccc(Cl)cc2)S3)cc1 (centres undefined),-3.2%
COc1cc(Cl)c(NC(=O)CN2C(=O)c3cccnc3Sc3ccccc32)c(OC)c1,?
CSc1cccc(NC(=O)N2CCN(c3cc(-c4noc(C)n4)ccc3C)CC2)c1,0.0%

Carrying on:
SMILES	Epigenetic reg
COc1cccc(CNC(=O)c2cc(C)nc3c2c(C)nn3-c2cccc(F)c2)c1	-1.3%
CC(NC(=O)CCSCc1ccccc1F)c1ccccc1 (centres undefined)	0.5%
Cc1c2cnn(-c3ccccc3)c(=O)c2c(C)n1C(C)C(=O)NCc1cccc(Br)c1 (centres undefined)	-2.5%
CCc1ccc(-c2nn(CC(=O)Nc3ccccc3)c3c2cnc2ccc(F)cc23)cc1	2.9%
CC1=C(C(=O)Nc2cccc(Cl)c2C)C2(CCCCCC2)OC1=O	-2.3%
Clc1ccc(-c2nnn3c2nc(NCc2ccc4c(c2)OCO4)c2ccccc23)cc1	-2.4%
O=C(NCC(c1ccco1)S(=O)(=O)c1cccs1)c1ccc(F)c(F)c1 (centres undefined)	6.3%
COc1ccc(C2CC(=O)c3cc(-c4nc(-c5cccc([N+](=O)[O-])c5)cs4)c(=O)n(-c4cccc(C)c4)c3C2)cc1 (centres undefined)	-1.8%
Cc1cccc(-c2nc3c4ccccc4nc(N4CCN(c5cc(C)ccc5C)CC4)n3n2)c1	0.0%
O=C(CCCCCn1c(=O)[nH]c2ccccc2c1=O)N1CCN(c2ccc(Cl)cc2)CC1	-1.3%
CCN(c1ccccc1C)S(=O)(=O)c1ccc(N2CCCCS2(=O)=O)cc1	-5.3%
CCCCn1c(NCc2cc(Br)ccc2O)nc2ccccc21	-0.5%
COc1ccccc1N1CCN(C(=O)c2c(C)oc3ncn(CC(C)C)c(=O)c23)CC1	-0.4%
COc1ccc(NC(=O)c2oc3ccccc3c2NC(=O)c2cccc(F)c2)c(OC)c1	-1.1%
O=C(CN1N=C(c2ccc(Cl)cc2)CCC1=O)NCCc1ccc(Cl)cc1	-0.2%
CN(Cc1ccccc1)S(=O)(=O)c1ccc(F)c(C(=O)Nc2ccccc2C(F)(F)F)c1	1.3%
COc1ccccc1NC(=O)c1oc2ccccc2c1NC(=O)COc1ccccc1OC	-3.1%
CCc1ccc(NC(=O)Cn2c(=O)n(CCCC(=O)NCCc3ccc(OC)c(OC)c3)c(=O)c3ccccc32)cc1	-0.9%
CCOCCCN1C(=O)CN(C2CCCCCC2)C(=O)C1c1ccc(OCC)c(OC)c1 (centres undefined)	0.2%
CCCCN(C)c1ncnc2c1cnn2-c1cccc(Cl)c1	13%
CCCCCNC(=O)c1cc2c(=O)n3ccccc3nc2n1C	0.0%
Cc1c(C(=O)N2CCCC2)oc2c1-c1nn(CC(=O)NCc3cccc(F)c3)cc1CC2	-0.9%
CCC(=O)N1CCc2cc(CNS(=O)(=O)c3ccc(Br)s3)ccc21	-2.8%
Cc1oc2c(C)c3oc(=O)c(CCC(=O)N4CCCCC4)c(C)c3cc2c1C	-1.7%
CCC(Sc1nc2ccncc2[nH]1)C(=O)Nc1cc(C)ccc1C (centres undefined)	-3.9%
CCN(CC)S(=O)(=O)c1ccc2c(c1)nc(CN(C)C(=O)Nc1ccc(F)cc1)n2C	-5.1%
CCOc1ccc(-c2nonc2NC(=O)c2oc3cc(Br)ccc3c2C)cc1	-3.2%
COc1ccc(NC(=O)CCCSc2nc(-c3ccco3)cc(C(F)(F)F)n2)c(OC)c1	1.0%
COc1ccc2c(CNCC(C)c3ccccc3)c(C(=O)O)n(Cc3ccc(F)cc3Cl)c2c1 (centres undefined)	13%
O=C(Nc1ccc2nc(SCC(=O)N3CCCc4ccccc43)sc2c1)c1cccc(F)c1	-3.2%

Looked up by compound from the entries so far:
SMILES	Epigenetic reg
CCN(CC)S(=O)(=O)c1ccc2c(c1)nc(CN(C)C(=O)Nc1ccc(F)cc1)n2C	-5.1%
Cc1oc2c(C)c3oc(=O)c(CCC(=O)N4CCCCC4)c(C)c3cc2c1C	-1.7%
COc1ccc(NC(=O)CCCSc2nc(-c3ccco3)cc(C(F)(F)F)n2)c(OC)c1	1.0%
COc1ccc2c(CNCC(C)c3ccccc3)c(C(=O)O)n(Cc3ccc(F)cc3Cl)c2c1 (centres undefined)	13%
CCCCCNC(=O)c1cc2c(=O)n3ccccc3nc2n1C	0.0%

Remaining list, next part:
SMILES	Epigenetic reg
O=S(=O)(Nc1ccc(F)c(Cl)c1)c1ccc(Br)s1	-1.8%
CCN(C(=O)c1cccn(Cc2cccc(Cl)c2)c1=O)c1ccccc1	0.0%
CCCNC(=O)CCSc1nc(-c2ccc3c(c2)OCO3)cc(C(F)(F)F)n1	0.0%
Cc1ccc(NS(=O)(=O)c2ccc3c(c2)N(C)C(=O)CC(=O)N3C)cc1Cl	-3.4%
CCCOc1ccc(C(=O)Nc2cc(-c3nc4cc(C)cc(C)c4o3)ccc2C)cc1	0.0%
CCOC(=O)c1c(S(=O)(=O)NCC(=O)Nc2cc(C)ccc2OC)c(C)n(C)c1C	-1.3%
COc1cccc(CNC(=O)CN(c2ccc(C(C)C)cc2)S(=O)(=O)c2c(C)noc2C)c1	1.1%

This is a subset, so the mix of outcomes need not match the whole.
